Bioassay records: PubChem, National Center for Advancing Translational Sciences (NCATS)
mIDH1 inhibitor = inhibitors of human mutant IDH1 R132H | hit rate 0.093% among 390,000 | Potency, µM (top dose mostly 76.6 µM), inactives show top-dose activity change, negative = inhibition, hits mostly inhibitors | O75874 | IDH1-R132H enzyme, NADPH consumption, diaphorase/resazurin fluorescence | AID 602179; further: potency means the concentration at half of the fitted maximal effect; on the % scale 0 is the no-effect control and ±100 the full control effect; nearly all actives have a fitted effect of over 65% in size
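IDH1-R132H (0.5 ug/mL) preincubated 30 min with compound, then NADPH (0.016 mM) and alpha-KG (2 mM) added; 80 min at RT, pH 7.5. Remaining NADPH coupled via diaphorase/resazurin to fluorescence (540/590 nm); concentration-response curves normalized to no-enzyme control.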
Glioma ERSR ind = inducers of ER stress response in human glioma cells | Potency, µM, inactives show at the highest dose activation, actives largely listed as activators | U87-MG GRP78 promoter luciferase reporter, 16 h | AID 602332 | hit rate 0.02% among 420,000; further: potency means the concentration at half of the fitted maximal effect; series mostly up to about 76 µM; % of control where 0% means no effect; nearly all actives have a fitted effect of over 35% in size
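Stably transfected U87-MG glioma cells carrying a GRP78-based luciferase sensor; 16 h compound incubation. Luminescence end-point read 10 min after Bright-Glo addition at room temperature.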
LDHA block = blocks human lactate dehydrogenase A; purified LDHA, NADH/diaphorase-resazurin fluorescence; stronger effect = lower value; activity change, % (values are at about 110 or 230 µM); hit rate 0.15% among 480,000; in the data active means activity change below about -30%; inconclusive means mostly about -25% to -30%;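 further: plate controls were DMSO wells for no effect and wells without enzyme for full effect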
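Human LDH5 (2 nM) was incubated with 0.06 mM NADH and 0.2 mM pyruvate for 5 min at room temperature in Tris pH 7.4. Remaining NADH was coupled through diaphorase/resazurin, and resorufin fluorescence was read at 0 and 20 min.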
Vif-APOBEC3F blk = Vif-A3F binding inhibition; HeLa A3F-eYFP + Vif (tagged APOBEC3F with the HIV-1 protein that degrades it), YFP fluorescence increase; Potency, µM (highest dose often 46.1 µM), for the others: at the highest dose activity, negative = active; hit rate 0.2% among 390,000; further: potency means the concentration at half of the fitted maximal effect; % of control where 0% means no effect; nearly all actives have a fitted effect of over 65% in size
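Fluorescence increase (Ex 488/Em 500-530) after overnight compound treatment at 37 deg C flags inhibition of Vif-driven A3F-eYFP loss in stable HeLa A3F-eYFP/Vif cells seeded overnight beforehand.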
RXFP1 agonist = RXFP1 (human) receptor agonism. Q9HBX9. HEK293T-RXFP1 cAMP TR-FRET, 30 min; response scale: percent of porcine relaxin response, buffer zero. Potency, µM (doses to about 57.5 µM), for the others: at the highest dose activation, usual class: activators. hit rate 0.3% among 370,000; further: potency means the concentration at half of the fitted maximal effect; on the % scale 0 is the no-effect control and ±100 the full control effect; nearly all actives have a fitted effect of over 60% in size; many of its hits are not listed in these tables
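HEK293T cells stably expressing RXFP1 were pretreated with the PDE4 inhibitor Ro 20174, exposed to compounds for 30 min at 37C, lysed, and cAMP was read by TR-FRET. Data normalized to buffer (basal) and 29 nM porcine relaxin (100%).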
Vif-APOBEC3G blk = blocks the Vif interaction with human APOBEC3G; AID 602310; Q9HC16; hit rate 0.076% among 410,000; Potency, µM (doses to about 46.1 µM), inactives show top-dose activity, negative = active, most hits filed as inhibitors; HeLa A3G-eYFP + Vif (tagged APOBEC3G with the HIV-1 protein that degrades it), YFP fluorescence, overnight;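 further: potency means the concentration at half of the fitted maximal effect; on the % scale 0 is the no-effect control and ±100 the full control effect; nearly all actives have a fitted effect of over 60% in size; hits raise eYFP signal because A3G escapes Vif-driven loss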
Target sequence (Q9HC16 whole entry, looked up): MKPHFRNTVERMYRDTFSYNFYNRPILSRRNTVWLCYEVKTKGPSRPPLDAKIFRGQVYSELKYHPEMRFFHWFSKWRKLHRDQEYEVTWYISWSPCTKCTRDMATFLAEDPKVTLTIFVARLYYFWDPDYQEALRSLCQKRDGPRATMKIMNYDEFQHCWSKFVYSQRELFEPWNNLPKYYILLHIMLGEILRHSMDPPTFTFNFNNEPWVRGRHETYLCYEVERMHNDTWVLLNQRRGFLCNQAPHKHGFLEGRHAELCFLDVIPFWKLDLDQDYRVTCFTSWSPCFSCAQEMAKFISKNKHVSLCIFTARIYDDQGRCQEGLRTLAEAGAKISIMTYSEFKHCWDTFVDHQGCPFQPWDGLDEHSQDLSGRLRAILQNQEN
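Read-out is eYFP fluorescence (Ex 488/Em 500-530) from Vif-expressing HeLa A3G-eYFP cells; more signal means A3G escaped Vif-mediated degradation. Cells plated overnight, compound pinned in, incubated overnight at 37 deg C.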
TrxR1 substrate = substrates of rat thioredoxin reductase 1. O89049. purified TrxR1 substrate turnover, NADPH consumption readout. Potency, µM (highest dose often 114 µM), for inactives: at the top dose activity change, negative = substrate turnover. hit rate 0.01% among 390,000. AID 588456; further: potency means the concentration at half of the fitted maximal effect; on the % scale 0 is the no-effect control and ±100 the full control effect; nearly all actives have a fitted effect of over 50% in size
Target sequence (O89049 whole entry, looked up): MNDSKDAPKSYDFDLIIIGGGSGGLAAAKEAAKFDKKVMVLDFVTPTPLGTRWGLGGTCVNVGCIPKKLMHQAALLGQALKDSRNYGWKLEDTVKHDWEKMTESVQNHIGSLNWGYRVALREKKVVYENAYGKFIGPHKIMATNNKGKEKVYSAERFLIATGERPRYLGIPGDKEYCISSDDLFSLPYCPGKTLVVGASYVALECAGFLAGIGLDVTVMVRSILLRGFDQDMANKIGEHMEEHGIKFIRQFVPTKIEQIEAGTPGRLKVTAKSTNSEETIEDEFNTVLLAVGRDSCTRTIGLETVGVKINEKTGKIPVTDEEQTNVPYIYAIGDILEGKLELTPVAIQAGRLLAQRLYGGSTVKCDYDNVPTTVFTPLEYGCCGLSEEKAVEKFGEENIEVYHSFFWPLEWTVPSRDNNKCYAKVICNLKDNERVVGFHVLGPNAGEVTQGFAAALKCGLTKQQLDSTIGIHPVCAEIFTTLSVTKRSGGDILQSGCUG
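Rat TrxR1, dispensed at 90 nM, was prereduced with 400 uM NADPH (final) for 5 min at ~22 deg C, then incubated with compound 15 min before 400 uM selenite. A first-read NADPH fluorescence drop versus no-compound background flagged substrates.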
PI4K2A block = inhibitors of human PI4K2A; purified PI4K2A, ADP-Glo luminescence, 1 h; stronger effect = lower value; activity change, negative = inhibition, % at 76.9 µM; hit rate 0.13% among 420,000; AID 1346378; in the data active means activity change below about -50%; inconclusive means mostly about -30% to -49%;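 further: -100% = wells without enzyme as full effect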
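Compounds are screened against recombinant PI4K2A using PI as substrate and ATP, the latter dispensed at 300 microM. Reactions run one hour at ambient temperature before ADP-Glo detection; full inhibition defined by wells lacking enzyme.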
USP1 inh = blocks the human USP1/UAF1 deubiquitinase complex. hit rate 0.23% among 390,000. Potency, µM (doses to about 57.1 µM), inactives show at the top dose activity change, negative = inhibition, actives largely listed as inhibitors. recombinant USP1/UAF1, Ub-Rhodamine cleavage fluorescence; further: potency means the concentration at half of the fitted maximal effect; on the % scale 0 is the no-effect control and ±100 the full control effect; nearly all actives have a fitted effect of over 60% in size; inactives centre near -12
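Step one: compound is pinned into 1nM USP1/UAF1 in HEPES pH 7.8 buffer with TCEP. Step two: 15 min room-temperature incubation. Step three: Ub-Rho (150nM final) starts cleavage, tracked by fluorescence over six one-minute reads.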
Numbers without * were called inactive; [ ] = remark or other dose. Unless noted, the call rests on the fitted dose curve; in most records, active means well fitted curve in the direction sought with a large enough effect; inconclusive means small, poorly fitted or top-dose-only effect, or another doubt; inactive means no such curve, though single readings can be large; an effect the other way counts as inactive or inconclusive. These rows are one share of the data (hit frequency here may not be typical).

`O=C(Cc1ccccc1)N1CCN(Cc2ccc(F)cc2)CC1` gave mIDH1 inhibitor 11%, Glioma ERSR ind -2%, LDHA block -12, Vif-APOBEC3F blk inconclusive, RXFP1 agonist -0.1%, Vif-APOBEC3G blk -1%, TrxR1 substrate 3%, PI4K2A block 1 and USP1 inh -17%.
O=C1C2CCCC1C(N1CCCC1)CC2 (configuration not stated) was read as mIDH1 inhibitor 2%, Glioma ERSR ind 5%, LDHA block -2, Vif-APOBEC3F blk 1%, RXFP1 agonist 1.5%, Vif-APOBEC3G blk 0%, TrxR1 substrate 7%, PI4K2A block 1 and USP1 inh -7%.
Screening Cc1cc(OCC(=O)NC(Cc2ccc(Cl)cc2)C(=O)O)c2c3c(c(=O)oc2c1)CCC3 (configuration not stated) returned mIDH1 inhibitor -11%, Glioma ERSR ind -3%, LDHA block -3, Vif-APOBEC3F blk 0%, RXFP1 agonist 3.1%, Vif-APOBEC3G blk 0%, TrxR1 substrate 167%[activator], PI4K2A block 0 and USP1 inh inconclusive.
`O=C(COc1ccc(Cl)cc1)N(c1ccccc1Cl)C1CN2CCC1CC2` (configuration not stated) gave mIDH1 inhibitor 3%, Glioma ERSR ind -8%, LDHA block -2, Vif-APOBEC3F blk -14%, RXFP1 agonist 3.6%, Vif-APOBEC3G blk 0%, TrxR1 substrate 3%[57.1 µM], PI4K2A block -1 and USP1 inh 9%.
Screening Cc1ccc(S(=O)(=O)N2Cc3cnnn3-c3ccccc3C2C#N)cc1 (configuration not stated) returned mIDH1 inhibitor 1%[38.3 µM], Glioma ERSR ind -5%, LDHA block 1, Vif-APOBEC3F blk 2%, Vif-APOBEC3G blk 0%, TrxR1 substrate 2%, PI4K2A block 2 and USP1 inh -32%.
Screening CCC(C(=O)N1C[C@H]2C[C@@H](C1)c1cccc(=O)n1C2)c1ccccc1 (some centres not stated) returned mIDH1 inhibitor 2%, Glioma ERSR ind -1%, LDHA block 4, Vif-APOBEC3F blk -1%, RXFP1 agonist 0.2%, Vif-APOBEC3G blk 1%, TrxR1 substrate 9%, PI4K2A block -1 and USP1 inh -20%.
For c1ccc(-c2ccncc2)cc1 the results were mIDH1 inhibitor 4%, Glioma ERSR ind -1%, LDHA block -6, Vif-APOBEC3F blk -9%, Vif-APOBEC3G blk 0%, TrxR1 substrate 5%[57.1 µM], PI4K2A block -5 and USP1 inh -15%.
Screening CCC(=O)N1N=C(c2c(O)n(CCc3ccccc3)c(=O)[nH]c2=O)CC1c1ccc(OC)c(OC)c1 (configuration not stated) returned mIDH1 inhibitor -10%, Glioma ERSR ind -3%, LDHA block -8, Vif-APOBEC3F blk 13%, RXFP1 agonist 0.3%, Vif-APOBEC3G blk -1%, TrxR1 substrate 3%, PI4K2A block 9 and USP1 inh -26%.
`c1cc2c(cc1[C@H]1OCC3C1CO[C@@H]3c1ccc3c(c1)OCO3)OCO2` (some centres not stated) gave mIDH1 inhibitor 13%, Glioma ERSR ind 4%, LDHA block -7, Vif-APOBEC3F blk -5%, Vif-APOBEC3G blk -1%, TrxR1 substrate 6%[57.1 µM], PI4K2A block -1 and USP1 inh -22%.
For c1ccc(C2CC3CC4(CCCC4)N2O3)cc1 (configuration not stated) the results were mIDH1 inhibitor 3%, Glioma ERSR ind -3%, LDHA block -6, Vif-APOBEC3F blk -8%, RXFP1 agonist 1.0%, Vif-APOBEC3G blk -1%, TrxR1 substrate 10%, PI4K2A block 11 and USP1 inh 2%.
Screening CCCNC(=O)N1[C@H]2CC[C@@H]1C(C(=O)OC)=C(c1ccc(Cl)c(C(F)(F)F)c1)C2 returned mIDH1 inhibitor 6%, Glioma ERSR ind -4%, LDHA block 5, Vif-APOBEC3F blk -2%, RXFP1 agonist 0.3%, Vif-APOBEC3G blk -1%, TrxR1 substrate -3%[57.1 µM], PI4K2A block -4 and USP1 inh 21%.
Screening COc1ccccc1Cn1c(SCC#N)nc2cc(C(=O)N3CCC4(CC3)OCCO4)ccc2c1=O returned mIDH1 inhibitor 0%, Glioma ERSR ind 4%, LDHA block -9, Vif-APOBEC3F blk inconclusive, RXFP1 agonist 1.4%, Vif-APOBEC3G blk -10%, TrxR1 substrate -4%, PI4K2A block 1 and USP1 inh -31%.
CN1CCC(OC(=O)C2c3ccccc3Oc3ccccc32)CC1 was read as mIDH1 inhibitor 14%, Glioma ERSR ind 0%, LDHA block -2, Vif-APOBEC3F blk 5%, RXFP1 agonist 2.0%, Vif-APOBEC3G blk 5%, TrxR1 substrate -6%, PI4K2A block -12 and USP1 inh -12%.
`COc1ccc(-c2nn(CCC#N)cc2C(=O)NCc2ccccc2)cc1` gave mIDH1 inhibitor 0%, Glioma ERSR ind -2%, LDHA block -8, Vif-APOBEC3F blk 1%, RXFP1 agonist 0.9%, Vif-APOBEC3G blk -4%, TrxR1 substrate 5%, PI4K2A block -2 and USP1 inh -2%.
For CCCOc1ccc(C(=O)Nc2ccc(-c3cc4ccccc4oc3=O)c(C)c2)cc1 the results were mIDH1 inhibitor 2%, Glioma ERSR ind 1%, LDHA block -5, Vif-APOBEC3F blk 0%, RXFP1 agonist 7.9%, Vif-APOBEC3G blk -1%, TrxR1 substrate 150%[activator], PI4K2A block 2 and USP1 inh -11%.
For CC(=O)c1cccc(NC(=O)c2cccn(Cc3cccc(C)c3)c2=O)c1 the results were mIDH1 inhibitor -4%, Glioma ERSR ind 0%, LDHA block -2, Vif-APOBEC3F blk -3%, RXFP1 agonist 1.2%, Vif-APOBEC3G blk 3%, TrxR1 substrate -3%[57.1 µM], PI4K2A block -2 and USP1 inh -21%.
Screening CC1CCC/C=C/C2CC(O)CC2C(O)/C=C/C(=O)O1 (configuration not stated) returned mIDH1 inhibitor 2%, Glioma ERSR ind -2%, LDHA block 1, Vif-APOBEC3F blk 10%, RXFP1 agonist -0.3%, Vif-APOBEC3G blk -12%, TrxR1 substrate -4%, PI4K2A block 0 and USP1 inh 4%.
For CN1CCN(C(=O)Cc2nc3ccccc3[nH]2)CC1 the results were mIDH1 inhibitor 9%, Glioma ERSR ind 2%, LDHA block -5, Vif-APOBEC3F blk 1%, RXFP1 agonist -0.3%, Vif-APOBEC3G blk 0%, TrxR1 substrate 0%, PI4K2A block 2 and USP1 inh -1%.
`CC(C)(C)c1ccc(O)c(N=Cc2c(O)ccc3ccccc23)c1` gave mIDH1 inhibitor 13%, Glioma ERSR ind -3%, LDHA block 8, Vif-APOBEC3F blk inconclusive, RXFP1 agonist 2.7%, Vif-APOBEC3G blk -23%, TrxR1 substrate -11%, PI4K2A block -3 and USP1 inh -13%.
Screening C[C@H]1CC[C@@]2(C)[C@@H](CC[C@@H]3[C@@H]2CC[C@]2(C)[C@@H](O)CC[C@@H]32)C1 returned mIDH1 inhibitor 7%, Glioma ERSR ind 0%, LDHA block -1, Vif-APOBEC3F blk 1%, RXFP1 agonist 0.7%, Vif-APOBEC3G blk -5%, TrxR1 substrate -4%, PI4K2A block -2 and USP1 inh -23%.
`ON1C2CCCCC2N(O)C1c1ccccc1` (configuration not stated) gave mIDH1 inhibitor -1%, Glioma ERSR ind 1%, LDHA block -4, Vif-APOBEC3F blk 1%, RXFP1 agonist -0.5%, Vif-APOBEC3G blk -4%, TrxR1 substrate 8%, PI4K2A block 2 and USP1 inh -2%.
`Cc1cccc(C)c1-n1nnnc1C(c1cc2ccccc2o1)N1CCC(n2c(=O)[nH]c3ccccc32)CC1` (configuration not stated) gave Glioma ERSR ind -8%, LDHA block -9, Vif-APOBEC3G blk -12% and PI4K2A block 0.
For COc1cccc(C2CC3C(=O)C=CC2N3Cc2ccccc2)c1 (configuration not stated) the results were mIDH1 inhibitor 10%, Glioma ERSR ind -5%, LDHA block 9, Vif-APOBEC3F blk 1%, RXFP1 agonist 0.4%, Vif-APOBEC3G blk -9%, TrxR1 substrate -1%, PI4K2A block -4 and USP1 inh -22%.
Screening CCOP(=O)(OCC)C(O)c1cccc([N+](=O)[O-])c1 (configuration not stated) returned mIDH1 inhibitor 3%, Glioma ERSR ind -2%, LDHA block 0, Vif-APOBEC3F blk inconclusive, RXFP1 agonist -0.4%, Vif-APOBEC3G blk -2%, TrxR1 substrate 0%, PI4K2A block -5 and USP1 inh -14%.
For Cc1cccc(CS(=O)(=O)Cc2ccc(C(=O)N3CCC4(CC3)OCCO4)o2)c1 the results were mIDH1 inhibitor -8%, Glioma ERSR ind -3%, LDHA block 2, Vif-APOBEC3F blk -2%, RXFP1 agonist 1.6%, Vif-APOBEC3G blk 2%, TrxR1 substrate 6%[57.1 µM], PI4K2A block -7 and USP1 inh -3%.
For C=C(COC(C)=O)CC1CC(O)[C@]2(C)OC3CC4OC5C[C@]6(C)O[C@]7(C)CCC8OC9C[C@]%10(C)OC%11C(C)=CC(=O)OC%11CC%10OC9C[C@@H](C)C8OC7CC6O[C@]5(C)C/C=C\C4OC3CC2O1 (some centres not stated) the results were mIDH1 inhibitor -17%, Glioma ERSR ind -4%, LDHA block -2, Vif-APOBEC3F blk -2%, RXFP1 agonist 7.8%, Vif-APOBEC3G blk -14%, TrxR1 substrate -9%, PI4K2A block 0 and USP1 inh inconclusive.
